CHT allo act: allosteric activators of human choline transporter CHT; Q9GZV3; CHT-expressing cells, membrane potential dye, choline EC20; hits give high values; LV-AA mutant CHT in HEK293 cells; B-score at 10 µM; 310,000 tested, 0.49% active; AID 488977;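 active = initial fluorescence not abnormally high and integrated response B-score, plate-corrected, over 3 SD above library mean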
Target sequence (Q9GZV3 whole entry, looked up): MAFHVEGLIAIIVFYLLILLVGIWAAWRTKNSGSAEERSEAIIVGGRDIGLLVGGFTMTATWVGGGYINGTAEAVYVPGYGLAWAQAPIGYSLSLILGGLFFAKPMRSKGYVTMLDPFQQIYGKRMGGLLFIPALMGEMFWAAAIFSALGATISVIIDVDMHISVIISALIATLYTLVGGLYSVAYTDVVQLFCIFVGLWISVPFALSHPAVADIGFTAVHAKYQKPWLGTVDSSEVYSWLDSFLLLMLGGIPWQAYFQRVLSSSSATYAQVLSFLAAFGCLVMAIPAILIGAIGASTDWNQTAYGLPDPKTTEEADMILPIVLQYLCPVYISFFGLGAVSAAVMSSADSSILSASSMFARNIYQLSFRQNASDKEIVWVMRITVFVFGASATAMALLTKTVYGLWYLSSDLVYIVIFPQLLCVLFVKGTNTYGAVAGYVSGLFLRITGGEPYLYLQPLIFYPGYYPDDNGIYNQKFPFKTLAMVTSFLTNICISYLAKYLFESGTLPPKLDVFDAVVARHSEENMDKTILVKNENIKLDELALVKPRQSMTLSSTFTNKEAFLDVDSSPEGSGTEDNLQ
OX1R antag-1: OX1R (human) antagonism. O43613. AID 485270. 330,000 tested, 1.8% active. OX1R-expressing cells, FRET antagonist read-out. inhibition, % at 6.6 µM; in the data active = inhibition mostly above about 38%, no sharp cut-off; inactive = mostly below about 40%;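 also: 0% = agonist challenge alone and 100% = reference antagonist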
OX1R antag-2: human HCRTR1 antagonism; O43613; CHO/OX1R cells, Fluo-8 calcium fluorescence, orexin A; inhibition, % at 5 µM; 330,000 tested, 0.43% active; AID 434989;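 active = inhibition above its plate's threshold, mean inhibition of all tested compounds on the plate plus 3 SD, cut at about 37% in these data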;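 also: 0% = orexin A challenge wells and 100% = SB-334867-A antagonist wells; not every result past the cut was called active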
* hit, by the source's call; i = inactive; . = no result given. Outcome played no part in choosing rows (roughly 2.5% active in at least one column).

SMILES | CHT allo act | OX1R antag-1 | OX1R antag-2
O=C(NCc1ccccc1)c1cc(S(=O)(=O)N2CCCCC2)ccc1N1CCOCC1 | i | 18 | -13
O=C(O)c1cccc(NC(CNS(=O)(=O)c2ccc(Cl)cc2)c2ccccc2)c1 (centres undefined) | i | 19 | -24
COc1cc(O)oc1C=Nc1ccc(Oc2ccccc2)cc1 | i | 5 | -1
Cc1c(OC(C)C(=O)N[C@@H](Cc2ccccc2)C(=O)O)ccc2c3c(c(=O)oc12)CCCC3 (some centres undefined) | i | 10 | 14
Cc1ccc(-c2cc(C(=O)Nc3ccc(S(=O)(=O)Nc4cc(C)on4)cc3)c3ccccc3n2)c(C)c1 | i | 27 | 0
CCOC(=O)c1ccc(-c2c(-c3ccc4c(c3)OCO4)noc2-c2ccsc2)cc1F | i | 6 | -34
O=C(NCCCN1CCOCC1)c1onc(CSc2nc3ccccc3[nH]2)c1C(=O)NCCCN1CCOCC1 | i | 7 | -16
O=C(NCc1ccccc1)C1CCCN(S(=O)(=O)c2cccc3nonc23)C1 (centres undefined) | i | 55 | -30
COCCCNC(=O)C(=O)N/N=C/c1cc2c(cc1Br)OCO2 | i | 9 | -18
CCC(=O)c1ccc(OCC(=O)OC(C)C(=O)NCc2ccc3c(c2)OCO3)cc1 (centres undefined) | i | 1 | -22
O=C(CC1C(=O)NCCN1C/C=C/c1ccccc1)NCCc1cccnc1 (centres undefined) | i | 14 | -20
Cc1c(CCOC(=O)c2ccccc2)sc[n+]1Cc1ccccc1 | i | -2 | -3
O=C(N/N=C/c1ccncc1)c1sc2ccccc2c1Cl | i | 20 | -25
COCCN(C(=O)COC(=O)c1cnc(C)cn1)c1c(N)n(Cc2ccccc2)c(=O)[nH]c1=O | i | 18 | 3
CCOC(=O)c1[nH]c2c(c1C)C(=O)CC(c1ccc(OCC)c(OC)c1)C2 (centres undefined) | i | 43 | 2
COc1ccc(-c2onc(C)c2-c2ccc(C(=O)OC(C)C)o2)c(O)c1 | i | 14 | -17
COc1ccccc1NC(=O)NNC(=O)CCc1ccccc1 | i | 8 | -12
O=C1OC(Nc2ccc3ncccc3c2)c2ccccc21 (centres undefined) | i | 27 | 2
CCN(CC)S(=O)(=O)c1cc(NC(=O)c2ccc(-n3cncn3)c([N+](=O)[O-])c2)ccc1C | i | 21 | -3
Cc1ccc(NC(=O)c2nc3nccc(C)n3n2)cc1S(=O)(=O)N1CCCCC1 | . | 1 | -13
COC(=O)c1ccc(CSc2nnc(NC(=O)C3CC(=O)N(c4ccc5c(c4)OCCO5)C3)s2)cc1 (centres undefined) | i | 10 | 1
O=C(Cn1c(CO)nc2ccccc21)Nc1ccc2c(c1)OCCCO2 | . | 1 | 1
COC(=O)c1ccc(/C=C2/SC(=S)N(CCCC(=O)Nc3ccc(O)cc3)C2=O)cc1 | i | 25 | -1
Cc1cc2nc(-c3cccnc3SCC(=O)NC(C)C)[nH]c2cc1C | i | 37 | -29
C=C(C)CSc1nc2c(cc1C#N)CCC2 | i | 6 | -16

Sorted by the number under OX1R antag-2 (descending): some entries from above.
compound | OX1R antag-1 | OX1R antag-2
COC(=O)c1ccc(CSc2nnc(NC(=O)C3CC(=O)N(c4ccc5c(c4)OCCO5)C3)s2)cc1 (centres undefined) | 10 | 1
COC(=O)c1ccc(/C=C2/SC(=S)N(CCCC(=O)Nc3ccc(O)cc3)C2=O)cc1 | 25 | -1
Cc1c(CCOC(=O)c2ccccc2)sc[n+]1Cc1ccccc1 | -2 | -3
COCCCNC(=O)C(=O)N/N=C/c1cc2c(cc1Br)OCO2 | 9 | -18
O=C(O)c1cccc(NC(CNS(=O)(=O)c2ccc(Cl)cc2)c2ccccc2)c1 (centres undefined) | 19 | -24
O=C(N/N=C/c1ccncc1)c1sc2ccccc2c1Cl | 20 | -25
Cc1cc2nc(-c3cccnc3SCC(=O)NC(C)C)[nH]c2cc1C | 37 | -29

More results follow:
SMILES | CHT allo act | OX1R antag-1 | OX1R antag-2
C[C@H]1COC(=O)[C@H](Cc2ccc(F)cc2)C/C=C\C[C@H](CC(=O)NCCO)C(=O)N1 | . | 5 | -15
NNC(=O)c1sc2cc(C(F)(F)F)cnc2c1-c1cccnc1 | i | 9 | -41
COc1ccc(CN2C(=O)c3cccnc3C2=O)cc1S(=O)(=O)N1CC(C)Oc2ccccc21 (centres undefined) | i | 19 | -9
CC(C)(C)c1ccc(-c2csc(NC(=O)CN3C(=O)NC4(CCCCC4)C3=O)n2)cc1 | i | 12 | -32
COc1ccc(-n2nc(C(=O)NCC(=O)N3CCCC(C)C3)c3ccccc3c2=O)cc1Cl (centres undefined) | i | 11 | -13
Cc1ccc(OCC(=O)Nc2ccc(Cl)cc2)c([N+](=O)[O-])n1 | . | 2 | -3
Cc1cccc(C(=O)NCC(=O)N2CC=C(c3ccccc3)CC2)c1 | . | 6 | -31
COc1cc(OC)cc(-n2nnnc2SCC(=O)NC2CCCC2)c1 | i | 11 | -27
C(=N\N1CCN(C2c3ccccc3-c3ccccc32)CC1)/c1ccccn1 | i | 13 | -11
NCCCCCNC(=O)/C=N\O | i | 16 | -11
Cc1ccc(OCC(=O)Nc2ccc3c(c2)OCCO3)cc1C | i | 4 | -29
COCCn1cnnc1SCC(=O)Nc1sc2c(c1C#N)CCC2 | . | 0 | -4
Cc1ccsc1C(=O)OCc1csc(-c2ccccc2)n1 | i | 13 | -10
COc1cc(NC(=S)N2CCN(CCO)CC2)c(OC)cc1Cl | i | 9 | -6
CS(=O)(=O)N(CC(=O)N1CCCCC1)Cc1ccc(Cl)cc1 | i | 0 | -25
CS(=O)(=O)N(CC(=O)NC1CCCC1)C1CCCCC1 | i | 19 | 0
Cc1ccc(/C=N/NC(=O)c2ccc(C(=O)N/N=C/c3ccc(C)s3)o2)s1 | i | 9 | -16
CC(=O)Oc1ccc(C(=O)Nc2nccs2)cc1 | i | 7 | -2
O=C(NCC1CCCO1)c1nn2cccnc2c1Cl (centres undefined) | i | 22 | -3
Cc1cccc[n+]1CC(=O)c1ccc2c(c1)OCCO2 | i | 10 | 2
COc1ccc(OC)c(Nc2nc(-c3sc(N)nc3C)cs2)c1 | i | 7 | 0
CCCOc1ccc(Cc2nn[nH]n2)cc1 | i | 30 | -14
CC(C)c1nc(SCC(=O)Nc2cccc(S(N)(=O)=O)c2)n[nH]1 | i | -2 | -10
CCN(Cc1ccccc1)C(=O)c1cc2cc(OC)c(OC)cc2[nH]1 | i | -7 | -22
O=C(NC1=NCCS1)c1ccc(Cl)c(S(=O)(=O)N2CCCC2)c1 | i | 11 | -34

Structures above that have a furan ring, fused or not, in the order listed:
SMILES | CHT allo act | OX1R antag-1 | OX1R antag-2
COc1cc(O)oc1C=Nc1ccc(Oc2ccccc2)cc1 | i | 5 | -1
COc1ccc(-c2onc(C)c2-c2ccc(C(=O)OC(C)C)o2)c(O)c1 | i | 14 | -17
Cc1ccc(/C=N/NC(=O)c2ccc(C(=O)N/N=C/c3ccc(C)s3)o2)s1 | i | 9 | -16

The results go on:
SMILES | CHT allo act | OX1R antag-1 | OX1R antag-2
CCOc1ccccc1OCC(=O)Nc1ccc(N2CCCCC2)cc1 | i | 15 | -5
CCN(CC)CCn1c(/N=C/c2cc(Br)ccc2O)nc2ccccc21 | i | 31 | -21
Cc1ccc2nc(Br)c3c(c2c1)OC(CBr)C3 (centres undefined) | i | -4 | -27
COc1ccc(OC)c(NC(=O)CSc2nnc(NC(=O)c3ccco3)s2)c1 | i | 3 | -20
Cc1nnsc1C(=O)Nc1cc(Cl)ccc1Cl | i | 17 | -17
CCOC(=O)CN(C(=O)CNC(=O)c1cccs1)C(C(=O)NC1CCCC1)c1ccncc1 (centres undefined) | i | 28 | -13
CCOc1ccc(S(=O)(=O)/N=C(\N)c2ccccc2)cc1 | i | 18 | -1
O=C(Nc1ccncc1)c1ccc2ccccc2c1 | i | 16 | -12
Cc1nn(S(=O)(=O)c2cccc([N+](=O)[O-])c2)c(C)c1Br | i | 9 | -20
Cc1ccc(-n2ncc3c(=O)n(Cc4ccccn4)cnc32)cc1C | i | 11 | -3
Cc1nc2ccccn2c1C(=O)C(=O)Nc1cc(F)ccc1F | i | 26 | -4
CCOC(=O)c1c(C)[nH]c(C(=O)COC(=O)/C=C/c2ccc(O)c(OC)c2)c1C | i | 39 | -32
FC(F)(F)C1CCCN(c2nsc3ccccc23)C1 (centres undefined) | i | 19 | 46*
COc1cc(/C=C(\C#N)c2nnc(N3CCOCC3)n2-c2ccccc2)ccc1O | i | 14 | -7
O=C(NCc1ccco1)c1ccc2c(c1)CCO2 | i | 0 | 0
CC(C)N(CCn1c(SCC(=O)N2CC(=O)Nc3ccccc32)nc2ccccc2c1=O)C(C)C | i | 10 | -27
CC(=O)c1cccc(NC(=S)NNC(=O)c2ccc(C)c([N+](=O)[O-])c2)c1 | i | 13 | -23
Cc1ccnc(SCC(=O)Nc2sc3c(c2C#N)CCC(C(C)(C)C)C3)n1 (centres undefined) | i | 6 | -5
O=C(Nc1ccc(F)c(F)c1)NC1CCCCC1 | i | 11 | -15
CCC1C(=O)N(c2nc(C)cc(C)n2)N=C1C (centres undefined) | i | 9 | -6
O=C(O)c1ccn(CSc2cc(Cl)ccc2Cl)n1 | . | 4 | -15
C/C(=N\N=C1\NC(=O)C(CC(=O)Nc2ccccc2F)S1)C1CCCCC1 (centres undefined) | i | 30 | -18
O=C(Cc1ccccc1)NCCc1c[nH]c2ccccc12 | i | 8 | -7
Cn1nnc(NC(=S)NC(=O)c2cc3ccccc3o2)n1 | i | 12 | -11
Cc1cc(/C=N/n2cnnc2)c(O)c([N+](=O)[O-])c1 | i | 16 | 7

3 records drawn at random from the list so far, as already listed:
SMILES | CHT allo act | OX1R antag-1 | OX1R antag-2
O=C(Cc1ccccc1)NCCc1c[nH]c2ccccc12 | i | 8 | -7
Cc1nc2ccccn2c1C(=O)C(=O)Nc1cc(F)ccc1F | i | 26 | -4
O=C(Nc1ccc(F)c(F)c1)NC1CCCCC1 | i | 11 | -15

Shown as a hit in OX1R antag-2 (from the list above):
structure | OX1R antag-1 | OX1R antag-2
FC(F)(F)C1CCCN(c2nsc3ccccc23)C1 (centres undefined) | 19 | 46*

New compounds follow
SMILES | CHT allo act | OX1R antag-1 | OX1R antag-2
OC(CNC1Cc2ccccc2C1)c1ccccc1 (centres undefined) | i | -3 | -21
CCOC(=O)c1cnc2c(OC)cccc2c1N1CCN(c2ccccn2)CC1 | i | 35 | -12
COc1ccc(C2CC(c3ccc(Br)cc3)=NN2C(=O)CSC2=NCCS2)cc1 (centres undefined) | i | 12 | -25
COc1cccc(CNCc2cccnc2)c1OCc1ccccc1 | i | 9 | -19
CC(C(=O)Nc1nncs1)N1C(=O)C2C3C=CC(C3)C2C1=O (centres undefined) | i | 6 | 2
CC(C)NC(=O)COc1ncnc2sccc12 | i | 2 | -15
CC(C)Oc1ccc(CC2CC(=O)NC2=O)cc1 (centres undefined) | i | 15 | -20
CCc1ccnc(NC(=O)Nc2ccc(OCc3ccccc3)cc2)c1 | i | -2 | -2
O=C(Nc1ccc2c(c1)OCO2)N1CCN(c2ccc(F)cc2)CC1 | i | 14 | 0
Cc1ccc(C(=O)Cn2nnc3ccccc32)cc1[N+](=O)[O-] | i | 20 | -22
CCOC(=O)Cc1csc(NC(=O)c2ccc(S(=O)(=O)N(CCOC)CCOC)cc2)n1 | i | 13 | -9
CCCCCSc1nc2c(c(=O)[nH]c(=O)n2C)n1C | i | 3 | -12
CS(=O)(=O)c1ccc(Cl)c(NC(=O)COC(=O)CCCN2C(=O)c3cccc4cccc(c34)C2=O)c1 | i | 23 | -20
COc1ccc(Cl)cc1C(=O)CSc1nnnn1C1CCCC1 | i | -2 | -13

Compound activity from PubChem.
